Screening results deposited in PubChem BioAssay by Emory University Molecular Libraries Screening Center.
14-3-3 PPI: alters human 14-3-3 gamma binding to Raf peptide; inhibition, % at 40 µM; 160,000 compounds, 0.19% hits; P61981; FP, 14-3-3gamma / TMR-pS259-Raf peptide binding; in the data active = inhibition above about 30%;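 also: 0% = protein plus tracer without compound and 100% = blank with tracer alone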
Target sequence (P61981 whole entry, looked up): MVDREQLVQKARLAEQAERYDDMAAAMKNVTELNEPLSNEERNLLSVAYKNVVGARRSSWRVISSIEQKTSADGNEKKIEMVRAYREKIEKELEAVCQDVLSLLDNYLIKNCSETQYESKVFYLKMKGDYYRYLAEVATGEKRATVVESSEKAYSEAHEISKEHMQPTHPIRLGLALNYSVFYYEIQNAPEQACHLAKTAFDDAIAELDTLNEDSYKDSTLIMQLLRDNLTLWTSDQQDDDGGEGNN
The depositor's hits bear a star; & = joins results of further samples.

SMILES | 14-3-3 PPI
COc1cc2c(cc1OC)C1C(C(=O)N3CCC(N4CCCCC4)CC3)c3ccccc3C(=O)N1CC2 (stereo not drawn) | -30.8
COc1ccc(Cl)cc1Nc1cc(C)nc2nc(C)nn12 | -1.6
CCOC(=O)CSc1nc2c(c(=O)n1CC1CCCC1)C1(CCCC1)Cc1ccccc1-2 | -7.7
COc1ccc(C(=O)Nc2nc3ccccc3s2)cc1[N+](=O)[O-] | -26.2
CC(C)C(=O)N1CCN(c2nc(-c3ccccc3)c3c(c2C#N)CCCC3)CC1 | -10.8
Cc1cccc(NC(=O)CC2Sc3ccccc3NC2=O)c1 (stereo not drawn) | -4.5
COc1ccc(S(=O)(=O)NCc2ccccc2Cl)cc1OC | 1.7
CCOC(=O)C(C)Sc1ncnc2sc3c(c12)CCCC3 (stereo not drawn) | -11.2
Clc1ccc(C2=CC(c3cccc(Br)c3)n3ncnc3N2)cc1 (stereo not drawn) | -0.9
CSc1ccc(C(=S)N2CCN(C)CC2)cc1 | -0.5

Some of these compounds in order of number of heavy atoms, falling.
SMILES | 14-3-3 PPI
CCOC(=O)CSc1nc2c(c(=O)n1CC1CCCC1)C1(CCCC1)Cc1ccccc1-2 | -7.7
Cc1cccc(NC(=O)CC2Sc3ccccc3NC2=O)c1 (stereo not drawn) | -4.5
COc1ccc(Cl)cc1Nc1cc(C)nc2nc(C)nn12 | -1.6
CSc1ccc(C(=S)N2CCN(C)CC2)cc1 | -0.5

Next results follow.
SMILES | 14-3-3 PPI
CCOC(=O)C1CCN(C(=O)Cc2ccc(OC)c(OC)c2)CC1 | 0.0
CC(=O)N(C)c1ccc(NC(=O)C2c3ccccc3Oc3ccccc32)cc1 | 7.5
O=C(Cc1cccs1)Nc1ccc(-c2nnn(CC(=O)N3CCOCC3)n2)cc1 | -36.0
CC1CCCCC1NC(=O)c1cccn2c(=O)c3cc(Cl)ccc3nc12 (stereo not drawn) | -14.6
Cc1ccc(CN(C(=O)c2c(F)cccc2F)C2CC(C)(C)NC(C)(C)C2)o1 | 1.3
Cc1cc(=O)oc(C)c1C(=O)NC1CC(C)(C)NC(C)(C)C1 | 4.3
O=C(Cn1ccnc1)Nc1nc2ccccc2s1 | -34.4
Cc1nn(-c2ccccc2)c(C)c1P(=O)(c1ccccc1)N(C)C (stereo not drawn) | -2.2
Cc1cc([N+](=O)[O-])nn1CCCC(=O)Nc1cccnc1Cl | 9.0
Cc1nn(C(=O)c2cc([N+](=O)[O-])ccc2Cl)c(C)c1Br | -17.0
COc1cccc(-n2c(Cc3cc(=O)[nH]c(=O)[nH]3)nnc2SCC(=O)N2CCC(C)CC2)c1 | -10.6
O=C(CS(=O)(=O)c1c[nH]c2ccccc12)N1CCN(c2ccccc2)CC1 | 5.5
CCc1ccc(N(CC)C(=O)c2cc3c(=O)oc4ccccc4c3s2)cc1 | -17.3
COc1ccc(-c2nn(-c3ccccc3)cc2C(=O)NCC(=O)c2ccccc2)cc1 | 3.3
Clc1ccc(Cn2ncc3c(N4CCCCC4)ncnc32)c(Cl)c1 | -5.3
CCOc1ccc(-c2nnc3sc(COc4ccc(C)cc4)nn23)cc1 | -2.2
CCN(CC)C(=O)COc1ccc2c(oc(=O)c3ccccc32)c1C | -1.7
CCOC(=O)c1sc2ncnc(Nc3ccc(OC)c(OC)c3)c2c1C | -1.5
O=C(Cn1nnc(-c2ccccc2)n1)Nc1ccccc1N1CCOCC1 | -1.0
CC(C)c1nc2ccccc2c2nnc(SCC(=O)NCc3ccco3)n12 | -11.2
O=[N+]([O-])c1ccc(Cl)c(S(=O)(=O)N2CCN(c3ccc(F)cc3)CC2)c1 | 2.6
COc1cccc(OC)c1C(=O)Nc1ccccc1C(=O)N1CCOCC1 | 6.5
CCC(=O)NC(=Nc1nc(C)c2ccccc2n1)NC(=O)CC | -7.3
CCCCn1nnnc1SCC(=O)Nc1ccc2c(c1)OCO2 | -9.1
COC(=O)C1C(=O)C2=C(CC1C)NC(C)=C(C(=O)OC1CCCCC1)C2c1ccc(C)c([N+](=O)[O-])c1 (stereo not drawn) | -4.4
FC(F)(F)c1cnc(Oc2ccc(-c3nnco3)cc2)c(Cl)c1 | -2.7
Cc1ccc(-n2ncc3c(NC(C)(C)C)ncnc32)cc1 | -1.8
COc1ccc(C=Cc2ccc3cccc(O)c3n2)cc1Br | 6.7
CCOC(=O)c1ccc(NC2=NC3(CCCCC3)N=C(N)N2)cc1 | -2.3
CCCOc1ccc(-c2nc(Cc3ccccc3)no2)cc1 | -12.8
Nc1cc(C(=O)OCC(=O)NCC2CCCO2)ccc1Cl (stereo not drawn) | 3.8
Cc1cccc(N(C)C(=O)COc2cc(=O)n(C)c3ccccc23)c1 | 6.7
CN(C)CCCOC(=O)c1ccc(Cl)cc1 | -1.4
CC(OC(=O)C(NC(=O)c1ccco1)C(C)C)C(=O)Nc1ncc(Cl)cc1Cl (stereo not drawn) | -1.8
CCOc1ccc(CCn2c(-c3ccccc3)cn3c4c(=O)n(C)c(=O)n(C)c4nc23)cc1OCC | -2.8
CCC(=O)N1N=C(c2ccc(NS(C)(=O)=O)cc2)CC1c1ccc(C)cc1 (stereo not drawn) | -13.2
CCS(=O)(=O)N1CCC(C(=O)NCCc2ccccc2)CC1 | 0.5
CC(C)CNC(=O)c1nn2c(c1Cl)NC(c1cccs1)CC2C(F)(F)F (stereo not drawn) | -1.4
CC1(C)CC(=O)C2=C(C1)Oc1ncn3nc(-c4cccnc4)nc3c1C2c1ccccc1 (stereo not drawn) | 3.8
COc1ccc(CC(=O)Nc2cc(C)ccn2)cc1 | -8.1
Cc1ccc(S(=O)(=O)N2CCN(Cc3ccccc3)CC2)c2nsnc12 | -8.0
CC(=O)Nc1nc2sc(C)c(C)c2c(=O)s1 | 7.1
CCCc1nnc(SCC(=O)N2CCCC(C)C2)n1CCCOC (stereo not drawn) | -2.7
CCOC(=O)N1CCN(C(=O)c2ccc(Cl)c(S(=O)(=O)Nc3ccccc3)c2)CC1 | -6.0
Cc1cc(C)n(S(=O)(=O)c2ccc3c(c2)C(=O)c2ccccc2C3=O)n1 | -13.2
CCOC(=O)C1CCN(C(=O)c2cc3cc4cc(OC)ccc4nc3o2)CC1 | -4.0
O=C(NCCN1CCCC1)C1CC(=O)N(C2CCCCC2)C1 (stereo not drawn) | -2.3
CCCCSc1nc2c(c(=O)n1-c1ccc(Cl)cc1)SCC2 | -9.7
COc1cccc(CNC(=O)CCS(=O)(=O)c2cccc3nsnc23)c1 | -3.9&-6.2
COc1ccc2nc3sc(C(=O)N4CC(C)CC(C)C4)cc3cc2c1 (stereo not drawn) | 2.0

(list continues)
SMILES | 14-3-3 PPI
O=C(Oc1ccc(C(=S)N2CCCCC2)cc1)c1ccccc1 | 2.9
COC(=O)c1cccc(N2C(=O)c3ccccc3C2=O)c1 | -4.5
O=c1oc2ccccc2cc1-c1csc(Nc2cccc3ccccc23)n1 | -3.2
CCCCOC(=O)C1=C(C)NC2=C(C(=O)CCC2)C1c1ccccc1OC (stereo not drawn) | -7.1
O=C(c1ccccc1F)N1CCN(c2ccc([N+](=O)[O-])c(NCc3cccnc3)c2)CC1 | -6.2
COc1ccc(-c2cc3ccc(OCc4nn[nH]n4)cc3oc2=O)cc1 | -18.3
CCCn1c2ccccc2c2nnc(SCC(=O)Nc3ccc(OC)cc3)nc21 | -23.3
Clc1ccccc1CNc1ncnc2c1c(-c1ccccc1)cn2-c1ccccc1 | -9.2
CCSCCOC(=O)C1=C(C)NC2=C(C(=O)CC(c3ccccc3)C2)C1c1ccccc1F (stereo not drawn) | 1.9
COc1ccc(CCNC(=O)C(C)Sc2nnc(N)s2)cc1OC (stereo not drawn) | -2.6
Cc1cccc(CN2C(=O)CSc3ccc(C(=O)NCc4ccccc4Cl)cc32)c1 | 2.6
O=C(CN1C(=O)C2C3C=CC(C3)C2C1=O)Nc1ccc2nccnc2c1 (stereo not drawn) | -4.5
CC(=O)OC1CCS(=O)(=O)C1 (stereo not drawn) | 6.4
CCc1cccc(NC(=O)CCS(=O)(=O)c2ccc(Cl)cc2)c1 | -22.4
Cc1cc2c(c(=O)[nH]1)C(=O)OC2 | -20.2
COc1cccc(NC(=O)CSc2nc3ccc(N4CCOCC4)cc3c(=O)n2Cc2ccc3c(c2)OCO3)c1 | -8.3
Cc1nc(-c2ccccc2)nc2[nH]c(-c3ccccc3)cc(=O)c12 | -2.7
O=C(COn1nnc2ccccc21)NCC1CCCCC1 | -4.0
COc1cccc(C2C(C(=O)OCC(C)C)=C(C)NC3=C2C(=O)CC(c2ccc(Cl)cc2)C3)c1OC (stereo not drawn) | -2.2
CN(C)S(=O)(=O)N1CCN(S(=O)(=O)c2ccccc2)CC1 | -6.0
COC(=O)c1ccc(NC(=O)C2C3C=CC(O3)C2C(=O)O)cc1 (stereo not drawn) | -12.5&-8.1
Cc1cc(N2C(=O)CCC2=O)n(-c2ccccc2)n1 | -10.0&-8.0
Nc1nc(NC(=O)c2cccs2)nn1-c1ccccc1 | -8.2
CCOC(=O)C1CCCN(C(=O)c2sc3ncnc(N4CCN(c5ccccc5)CC4)c3c2C)C1 (stereo not drawn) | 0.7
Cc1cccc(NC(=O)CCCCCN2C(=O)c3ccccc3C2=O)n1 | 15.9
Cc1cnc(-c2ccc(C)c([N+](=O)[O-])c2)c(C)c1 | 0.0
Cc1cccc(-c2cc(C(=O)Nc3cc(C)cc(C)n3)c3ccccc3n2)c1 | -26.9
O=C(Nc1c2c(nn1-c1ccc([N+](=O)[O-])cc1)CS(=O)(=O)C2)c1ccccc1F | -3.1
CCCn1nnc(NC(=O)c2sc3ccccc3c2Cl)n1 | 4.3
CCC1(C(=O)OC)NC(c2cccc(F)c2)C2C(=O)N(C)C(=O)C21 (stereo not drawn) | -1.4
CCOC(=O)c1c(C)oc2c1c(C=NC1CCS(=O)(=O)C1)c(O)c1ccccc12 (stereo not drawn) | -6.1
O=C(C1CCN(c2ccc(N3CCOCC3)nn2)CC1)N1CCN(c2ccc(F)cc2)CC1 | 3.0
Cc1ccc(C(=O)Nc2ccc(N3CCOCC3)c3nonc23)cc1[N+](=O)[O-] | -154.4
CC(C)c1ccccc1OCCCCCNCCO | -0.3
O=C(NCc1ccco1)c1ccc2c(=O)n(-c3ccccc3)c(=S)[nH]c2c1 | -4.5
CCCCNC(=O)c1sc2nc(-c3ccc(OC)cc3)cn2c1C | -9.3
CCc1ccccc1OCc1nnc(N)s1 | -6.6
COc1ccccc1-n1c(SCC(=O)N(C)C2CCS(=O)(=O)C2)nc2ccccc2c1=O (stereo not drawn) | -2.5
Cc1ccc(CC(=O)NCC(C)C)cc1 | -11.5
Cn1c2c(c(=O)n(C)c1=O)C(c1cc([N+](=O)[O-])ccc1O)C1=C(N2)c2ccccc2C1=O (stereo not drawn) | -16.9

The last 2 entries of the section above lead into the next:
SMILES | 14-3-3 PPI
Cc1ccc(CC(=O)NCC(C)C)cc1 | -11.5
Cn1c2c(c(=O)n(C)c1=O)C(c1cc([N+](=O)[O-])ccc1O)C1=C(N2)c2ccccc2C1=O (stereo not drawn) | -16.9
Cc1ccc(OCC(=O)Nc2ccc(C(=O)OC(C)C)cc2)c(Br)c1 | 0.2
CCOC(=O)C1=C(C)NC(=O)CC1c1ccccc1I (stereo not drawn) | -25.4
COc1ccc(Cl)cc1NC(=O)CC(C)=O | -3.5
CCCOc1ccc(C2C(C(=O)c3ccco3)=C(O)C(=O)N2CCCn2ccnc2)cc1 (stereo not drawn) | -14.2
COC(=O)Nc1ccc(S(=O)(=O)N(C)C)cc1 | 0.8
COc1ccc(C2C(C(=O)c3ccco3)=C(O)C(=O)N2CC2CCCO2)c(OC)c1 (stereo not drawn) | 3.6
Cc1ccc(Oc2ccc(S(=O)(=O)N3CCOCC3)cc2C(N)=O)c(-n2nc3ccccc3n2)c1 | -4.3&-7.4
O=C(CSc1nc2ccsc2c(=O)n1Cc1ccccc1Cl)NC1CCCC1 | -4.6
COC(=O)c1cc(NS(=O)(=O)c2ccccc2[N+](=O)[O-])cc(C(=O)OC)c1 | 5.2
Nc1nc(-n2cnnc2)nn1-c1ccccc1 | 5.2
Cc1cc(C)n2c(Br)c(CSc3ccc(Cl)cc3)nc2n1 | -6.8
Cc1ccc(-c2nc(S(=O)(=O)c3ccc(Br)cc3)c(SCC(=O)NCC3CCCO3)o2)cc1 (stereo not drawn) | -7.4
CCOC(=O)C1=C(C)N=C2SC(C)C(=O)N2C1c1cccc(F)c1 (stereo not drawn) | 4.7
O=C(c1ccc(-n2c(=S)[nH]c3ccccc3c2=O)cc1)N1CCN(C2CCCCC2)CC1 | -17.9
COC(=O)Cn1c2ccccc2c2nc3ccccc3nc21 | -4.9
Cc1ccccc1CSCCC(=O)NC1CCCCCC1 | 2.2
CC1(C)CC2CC(C)(CN2c2ccc(N3C(=O)C4C5C=CC(C5)C4C3=O)cc2[N+](=O)[O-])C1 (stereo not drawn) | 4.2
COc1ccc(OC)c(Nc2ccc(C(=O)O)cc2[N+](=O)[O-])c1 | 4.3
COc1cc2c(cc1NC(=O)c1ccc(OC)c(OC)c1OC)oc1ccccc12 | 1.3
O=C(CSc1nc(NCC2CCCO2)c2ccccc2n1)NC1CCCCC1 (stereo not drawn) | -3.8
COC(=O)C(CCSC)NC(=O)Cn1ncc2c(=O)oc3ccc(C)cc3c21 (stereo not drawn) | 9.0
Cc1cccc(NC(=O)CC(NCc2ccco2)C(=O)O)c1C (stereo not drawn) | 0.0
CCC(=O)Nc1nc(C)c(-c2csc(Nc3ccccc3OC)n2)s1 | -6.2
Cc1ccccc1NS(=O)(=O)c1ccc(NC(=O)c2ccco2)cc1 | -2.4
Cc1cc(C(=O)O)c(NC(=O)c2cccc(Cl)c2)s1 | -10.2
O=C(CCN1C(=O)c2ccccc2C1=O)Oc1ccc2c3c(c(=O)oc2c1)CCC3 | 0.2

Not all compounds are listed; rates above refer to the full screens.
